Bioassay records as filed in PubChem.
inhibitors of VEEV: inhibitors of VEEV TC-83 cytopathic effect, confirmation, Vero cells (AID 588727). Vero cells, VEEV TC-83 cytopathic effect inhibition; higher % means a stronger effect. one-dose inhibition, % at 20 µM; IC50 in µM for titrated hits. 350,000 tested, 0.13% active; in the data active = a potency from the dose series; inconclusive = inhibition mostly from about 14% at the one dose, without a potency; inactive = the rest, 99 in 100 with inhibition below about 12%; note: strong numbers were not always called active
PhoP GFP inhibition: PhoP regulon inhibitors, Salmonella typhi PhoP promoter GFP reporter, confirmatory (AID 1850) | 310,000 tested, 0.33% active | inhibition, % at 50 µM, or IC50 in µM where a hit was titrated | Salmonella Typhi PhoP-promoter GFP reporter, fluorescence, 4 h; higher % means a stronger effect; in the data active = a potency from the dose series; inconclusive = inhibition mostly from about 25% at the one dose, without a potency; inactive = the rest, 99 in 100 with inhibition below about 19%;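 note: 0% = induced wells with vehicle and 100% = uninduced wells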
H37Rv inhibition: M. tuberculosis growth inhibition, HTS (AID 449762); M. tuberculosis H37Rv growth inhibition, 7H9 media; higher % means a stronger effect; inhibition, % at 25 µM, or IC50 in µM where a hit was titrated; 330,000 tested, 0.59% active; in the data active = a potency from the dose series; inconclusive = inhibition above about 70% without an active follow-up result;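 note: bacterial growth assessed after seven days of incubation; strong numbers were not always called active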
influenza NS1A: H1N1 influenza NS1A inhibitors, functional cell based assay (AID 504329); NS1A functional cell-based assay, percent inhibition; higher % means a stronger effect; one-dose inhibition, % at 12.5 µM; IC50 in µM for titrated hits; 340,000 tested, 0.3% active; in the data active = a potency from the dose series; inconclusive = inhibition above about 27% without an active follow-up result; note: strong numbers were not always called active
M. tuberculosis: growth inhibition of non-replicating M. tuberculosis (AID 488890); Mycobacterium tuberculosis non-replicating, growth inhibition; higher % means a stronger effect; inhibition, % at 25 µM; hits with a dose series show IC50 in µM; 320,000 tested, 0.39% active; in the data active = a potency from the dose series; inconclusive = inhibition mostly from about 82% at the one dose, without a potency; inactive = the rest, 99 in 100 with inhibition below about 76%;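 note: plate controls were DMSO cells for no effect and high antibiotic wells for full effect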
inhibitors of VEEV 10K pilot screen: second read-out of inhibitors of VEEV, no call of its own (marks repeat the call); inhibition, %; measured here: 10K pilot screen inhibition
* = called active by the depositor; i = inactive; ? = inconclusive; nt = no result given.

SMILES | inhibitors of VEEV | PhoP GFP inhibition | H37Rv inhibition | influenza NS1A | M. tuberculosis | others
Nc1nnc(SCC(=O)Nc2cc(S(=O)(=O)N3CCOCC3)ccc2N2CCCC2)s1 | 0.5% | nt | -6% | -8% | 14%
CS(=O)(=O)c1ccccc1C(=O)Nc1cccc(-c2nc3ccccc3o2)c1 | ? | 4% | 6% | 6% | -10%
COc1ccc(/C(C)=N\Nc2nc(-c3ccc(Cl)cc3)cc(C(F)(F)F)n2)cc1OC | i | 4% | 10% | -2% | -9%
Cc1cc(C(=O)N/N=C/c2ccc(C)s2)n[nH]1 | i | 18% | 3% | 12% | nt
CN(C[C@H](c1ccccc1)N(C[C@H](Cc1ccccc1)N(CCc1ccccc1)N=O)N=O)N=O | i | 4% | -3% | 9% | 21% | inhibitors of VEEV 10K pilot screen=0.0
C=CCNC(=S)Nc1c(C(=O)OC)[nH]c2cc(OC)ccc12 | i | -5% | 1% | -3% | -7%
CCOC(=O)C1=C(C)NC(C)=C(C(=O)OC)C1c1cccc([N+](=O)[O-])c1 (stereo unspecified) | 5.8% | 7% | -3% | 6% | -12%
O=C(CN1CCCCCCC1)N/N=C/c1ccc([N+](=O)[O-])o1 | i | 8% | -3% | -4% | 20%
CN(Cc1ccccc1)C(=O)COC(=O)CNS(=O)(=O)c1ccc2ccccc2c1 | 0.5% | 3% | -2% | -3% | 21%
COc1ccc(-c2cc3c(=O)n(CC(=O)NCCCN4CCC(N5CCCCC5)CC4)ncn3n2)cc1 | 0.2% | -17% | 3% | -15% | 1%
Oc1ccc2c(ccc3[nH]cnc32)c1 | 1.1% | 7% | -1% | 4% | 3%
COc1ccc(/C=N/OCC(=O)Nc2nc3ccccc3s2)cc1OC | 2.1% | 3% | 5% | -12% | 7%
O=C1CC/C=C\C[C@@H](CC(=O)N(CCO)Cc2ccccc2)C(=O)NC[C@@H](c2ccccc2)O1 | i | nt | -8% | 2% | 5%
CCc1c(C)sc(NC(=O)C2CCCCC2C(=O)O)c1C(N)=O (stereo unspecified) | i | 0% | 64% | -1% | 44%
Cc1ccc(C(O)(c2ccc(C)c(C)c2)C2CN3CCC2CC3)cc1C (stereo unspecified) | 2.3% | 0% | 7% | 5% | 58%
O=S(=O)(NCCNS(=O)(=O)c1ccc(F)cc1)c1ccc(F)cc1 | 0.1% | 6% | -14% | -4% | -4%
Cn1c(O)c(C=NCCN2CCN(C(=O)Nc3ccccc3)CC2)c(=O)n(C)c1=O | i | 15% | 3% | nt | 5%
O=C(Nc1ccc(S(=O)(=O)N2CCOCC2)cc1)c1ccc(Cl)s1 | 0.7% | -4% | 4% | -8% | 5%
O=C(O)CCn1ncc2ccccc2c1=O | 0.2% | -12% | 0% | 1% | -1%
CCS(=O)(=O)Nc1ccc(C(=O)c2ccccc2)cc1 | i | -5% | -4% | 10% | 10%
CC(=O)Nc1ccc(NC(=O)Cc2ccc(S(=O)(=O)N3CCCCC3)cc2)cc1 | 1.1% | nt | nt | -3% | nt
CCC(=O)Nc1nc2ccc3nc(C)sc3c2s1 | 12% | -16% | -6% | 8% | nt
CC(C)C1S/C(=N/N=C/c2ccco2)NC1=O (stereo unspecified) | i | -12% | 5% | -6% | 21%
CCC1Sc2ccc(S(=O)(=O)CCC(=O)Nc3c(Cl)cc(OC)cc3OC)cc2NC1=O (stereo unspecified) | 2.8% | 9% | 1% | 6% | 18%
O=C(c1ccc(=O)oc1)N1CCC(C(O)(c2ccccc2)c2ccccc2)CC1 | 0.0% | 6% | 11% | -12% | -14%
Further compounds:
SMILES | inhibitors of VEEV | PhoP GFP inhibition | H37Rv inhibition | influenza NS1A | M. tuberculosis | others
O=C(Cc1ccccc1)N/N=C/c1ccc(OC(=O)/C=C\c2ccco2)cc1 | i | 16% | -2% | 6% | 6%
CN(C)c1ccc(NC(=O)COC(=O)c2ccc3c(c2)OCO3)cc1 | 1.3% | nt | -7% | 7% | 44%
O=C(CN1CCCCC1)N1c2ccccc2Oc2ccccc21 | 1.0% | -1% | -2% | -9% | -16%
CCOC(=O)C1CCCN(C(=O)c2ccccc2NC(=O)C2=C(C)OCCS2)C1 (stereo unspecified) | 1.9% | 10% | -5% | -7% | 0%
COC(CNc1nc(SC)nc2sc3c(c12)CCN(C)C3)OC | 1.1% | 6% | -3% | -30% | 7%
Cc1ccc(C(=O)N/N=C\c2ccc[nH]2)cn1 | 1.2% | -2% | 3% | 5% | i
COc1cccc(CC2(CO)CCCN(CC3=Cc4cc(OC)ccc4OC3)C2)c1 (stereo unspecified) | 2.0% | 0% | 2% | 6% | 28%
Cc1nnc(SCC(=O)Nc2ccccc2NC(=O)CSc2nnc(C)s2)s1 | 0.4% | -5% | -3% | -4% | -1%
CC(=O)NCC(=O)NC1CC(C)(C)Cc2c1cnn2-c1ccccc1 (stereo unspecified) | 0.7% | -8% | -1% | 0% | -11%
Cc1cc[n+](CC(=O)Nc2cccc(C)c2)cc1 | i | 11% | 1% | 4% | -2%
C=CCn1c(=O)[nH]c2cc(C(=O)N3CC=C(c4ccccc4)CC3)ccc2c1=O | i | 0% | 0% | -7% | 49%
CC(C)(C)C(=O)OCC12CCC(O1)C1(C)C(=O)OCC21 (stereo unspecified) | 1.2% | 9% | -2% | -6% | -17%
CN(C)CCOc1cccc(Br)c1 | 0.8% | 12% | -16% | 5% | 5%
COc1ccc(Cl)cc1NS(=O)(=O)c1cccc2cccnc12 | 1.8% | -6% | -3% | -4% | -4%
Cc1cccc(NC(=O)CCN2CCCC(C)C2)c1 (stereo unspecified) | 0.6% | 0% | -6% | -8% | 6%
Cc1ccc(C2(CCNC(C)c3cccs3)CCOC(C(C)C)C2)cc1 (stereo unspecified) | i | nt | nt | -4% | nt
CC(c1ccccc1)N(C)C(=O)CN1CCN(S(=O)(=O)c2ccc3c(c2)OCCCO3)CC1 (stereo unspecified) | 3.2% | nt | 1% | -6% | 12%
COc1ccccc1Nc1nc(-c2cccs2)cs1 | 1.0% | -3% | -5% | -8% | -1%

This is a random part of the collection. Share with any hit: about 1.6%.
